# Compound activity deposited in PubChem BioAssay by several laboratories.
# NR5A2 inv ag = LRH-1 (NR5A2) inverse agonists, primary screen, cell-based, luminescence, HEK293T, StAR-luciferase reporter. LRH-1 transfected, 24 h. AID 602396, 2012. 360,000 tested, 0.13% active. Nuclear receptor subfamily 5 group A member 2 (Homo sapiens), O00482. inhibition, % at 3.6 µM;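 active means inhibition above the mean inhibition of all tested compounds plus 3 SD, cut at about 73% in these data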;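 further: 0% = DMSO wells and 100% = reporter-only cells lacking LRH-1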
# ABHD5-PLIN5 inh = ABHD5-PLIN5 interaction inhibitors, primary screen, cell lysate, split luciferase complementation, luminescence | Perilipin-5 (Homo sapiens) + 1-acylglycerol-3-phosphate O-acyltransferase ABHD5 (Homo … | Split G. princeps luciferase complementation, 4 h | inhibition, % at 4 µM | 360,000 tested, 0.78% active | AID 602281, 2012;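 active means inhibition above the mean inhibition across every tested compound plus 3 SD, cut at about 22% in these data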;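 further: 0% = DMSO only wells and the 100% control is not disclosed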
# TWEAK-Fn14 inh = inhibitors of TWEAK-Fn14 signaling, primary screen, luciferase reporter cells, uHTS; TWEAK-stimulated Fn14 reporter cells, luciferase luminescence, 8 h; inhibition, % at 10 µM; 360,000 tested, 2% active; AID 1159606, 2016; in the data active means inhibition above about 50%
# NR2F2 inh = NR2F2 transcriptional activity inhibitors, primary screen, cell-based, luciferase reporter, HEK293T, luminescence | HEK293T NGFI-A luciferase reporter | 370,000 tested, 0.7% active | inhibition, % at 8.6 µM | COUP transcription factor 2 (Homo sapiens), P24468;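 active means inhibition above a per-plate cutoff, mean inhibition of test wells between control levels plus 3 SD, cut at about 38% in these data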;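 further: cells cotransfected with COUP-TFII expression vector driving the NGFI-A reporter; 0% = median of COUP-TF2 test wells and 100% = reporter-only cells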
# Target sequence (P24468 whole entry, looked up): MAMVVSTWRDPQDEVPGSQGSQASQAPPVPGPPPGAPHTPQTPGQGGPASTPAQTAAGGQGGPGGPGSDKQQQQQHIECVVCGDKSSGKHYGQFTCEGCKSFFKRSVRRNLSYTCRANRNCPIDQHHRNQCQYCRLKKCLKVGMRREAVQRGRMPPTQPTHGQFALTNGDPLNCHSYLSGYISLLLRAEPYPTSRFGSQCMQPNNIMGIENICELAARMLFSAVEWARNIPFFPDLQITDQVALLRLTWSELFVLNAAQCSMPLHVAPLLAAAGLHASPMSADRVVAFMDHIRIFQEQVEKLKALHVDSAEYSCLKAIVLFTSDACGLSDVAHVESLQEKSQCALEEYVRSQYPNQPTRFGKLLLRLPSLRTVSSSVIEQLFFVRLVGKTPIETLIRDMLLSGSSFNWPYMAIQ
# Exocytosis inh = LAMP-1 surface exposure blockers, TALL-104 cells – cell-based, flow cytometry, MLPCN library, primary screen; inhibition, % at 10 µM; 360,000 tested, 0.66% active; TALL-104 LAMP-1 surface exposure; cells stimulated with thapsigargin and PMA; AID 651702, 2012;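 active means inhibition above about 55%, limit read from the data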
# SRC2 inh = inhibition of GAL4-SRC2 driven luciferase reporter, primary screen, SRC2 inhibitor project, cell-based, luminescence. Nuclear receptor coactivator 2 (Homo sapiens), Q15596. HEK293 GAL4-SRC2 luciferase reporter. inhibition, % at 9 µM. 370,000 tested, 0.17% active;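 active means inhibition above the mean inhibition of all tested compounds plus 3 SD, set per campaign, cut at about 52% in these data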;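 further: 0% = DMSO treated cells and 100% = cells given Gossypol at 36 µM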
# NCOA1 inh = SRC1 coactivator transcriptional activity inhibitors, primary screen, cell-based, luminescence; Nuclear receptor coactivator 1 (Homo sapiens), Q15788; HEK293 GAL4-SRC1 luciferase reporter; inhibition, % at 3.6 µM; 360,000 tested, 0.12% active; AID 588354, 2011;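 active means inhibition above the campaign mean plus 3 SD, with each screening campaign given its own cutoff, cut at about 60% in these data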;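 further: 0% = DMSO treated cells and 100% = gossypol at 36 µM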
# NOD2-RIPK2 inh = NOD2-RIPK2 binding disruptors in cells, primary screen, fluorescence, CHO cells, BLA complementation | inhibition, % at 4.98 µM | Receptor-interacting serine/threonine-protein kinase 2 (Homo sapiens), O43353 | 360,000 tested, 0.38% active | CCF4 ratio; in the data active means inhibition above about 21%;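 further: 0% = vehicle only and 100% = reference blocker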
# Target sequence (O43353 whole entry, looked up): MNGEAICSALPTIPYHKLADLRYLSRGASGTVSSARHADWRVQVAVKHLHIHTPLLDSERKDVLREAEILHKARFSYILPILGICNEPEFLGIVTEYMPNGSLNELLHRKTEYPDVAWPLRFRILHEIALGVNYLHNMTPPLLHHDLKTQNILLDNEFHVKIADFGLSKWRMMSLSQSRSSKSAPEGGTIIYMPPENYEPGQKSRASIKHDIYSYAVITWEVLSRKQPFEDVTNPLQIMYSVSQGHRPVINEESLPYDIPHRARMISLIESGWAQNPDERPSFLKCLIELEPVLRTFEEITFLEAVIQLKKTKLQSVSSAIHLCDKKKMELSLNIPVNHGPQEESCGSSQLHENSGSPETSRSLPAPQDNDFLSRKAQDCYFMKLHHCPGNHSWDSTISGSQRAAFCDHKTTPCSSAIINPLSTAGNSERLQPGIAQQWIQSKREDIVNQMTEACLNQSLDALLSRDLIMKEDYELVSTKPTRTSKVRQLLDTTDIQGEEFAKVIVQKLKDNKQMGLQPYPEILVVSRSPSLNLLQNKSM
# NCOA3 inh = SRC3 coactivator transcriptional activity inhibitors, primary screen, cell-based, luminescence; Nuclear receptor coactivator 3 (Homo sapiens), Q9Y6Q9; HEK293 GAL4-SRC3 luciferase reporter; inhibition, % at 3.6 µM; 360,000 tested, 0.17% active; AID 588352, 2011;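 active means inhibition above a per-campaign cutoff, the mean of all compounds plus 3 SD, cut at about 60% in these data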;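 further: 0% = DMSO-treated cells and 100% = gossypol-treated cells at 36 µM; higher means less SRC3-driven luciferase light from the GAL4 reporter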
# TROY signal inh = inhibitors of TROY-driven NF-kB signaling, primary screen, Q293 LMP1-TROYcd cells, NF-kB luciferase, uHTS; Q293 LMP1-TROYcd NF-kB luciferase reporter, 4 h; inhibition, % at 10 µM; 360,000 tested, 0.98% active; AID 1347056, 2019;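 active means compounds whose plate-normalised and pattern-corrected inhibition of the luciferase reporter signal at the single screening dose is 50% or more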
# TLR9-MyD88 inh = inhibitors of TLR9-MyD88 association in cells, primary screen, cell-based, CHO, BLA complementation, fluorescence; Toll-like receptor 9 (Homo sapiens) + Myeloid differentiation primary response protein …; CCF4 FRET ratio; 340,000 tested, 0.21% active; inhibition, % at 4.98 µM;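 active means inhibition above the mean over all tested compounds plus 3 SD, cut at about 21% in these data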;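 further: 0% = DMSO only wells and 100% = clavulanate BLA inhibitor control wells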
# Numbers without * were called inactive; / = no result given.
SMILES,NR5A2 inv ag,ABHD5-PLIN5 inh,TWEAK-Fn14 inh,NR2F2 inh,Exocytosis inh,SRC2 inh,NCOA1 inh,NOD2-RIPK2 inh,NCOA3 inh,TROY signal inh,TLR9-MyD88 inh
O=C(NN1C(=O)C2C3C=CC(C4CC34)C2C1=O)c1ccc(Cl)c(Cl)c1 (stereo not given),5,2,19,0,1,1,-6,4,-1,7,10
CSc1cccc(CN2CCC(CO)(Cc3ccccc3)CC2)c1,10,-7,7,5,7,-2,-6,3,3,11,-11
COCCNC(=O)C1Cc2c(-c3ccc(NC(C)=O)cc3)ccnc2O1 (stereo not given),-7,7,8,8,14,9,-2,2,-9,3,/
Cc1ccc([C@H]2C[C@H](n3cc(COC(=O)c4ccccc4)nn3)[C@@H](O)CN2Cc2cccs2)cc1,-13,-7,-9,-5,2,-42,-25,-7,0,-18,-7
CC(C)[C@H](NC(=O)N1CC(=O)Nc2ccccc21)C(=O)N[C@@H](Cc1ccccc1)C(=O)O,2,-5,-14,4,-1,-23,-6,1,20,-8,-2
NC(=O)c1cc(C(=O)c2cccc(Cl)c2Cl)c[nH]1,4,5,-3,5,-2,4,10,3,21,23,-1
COc1ccc2ccc(=O)oc2c1CC(O)C(C)(C)O (stereo not given),10,-3,9,-9,-1,-1,-15,-1,-12,7,-3
Cc1ccc(S(=O)(=O)N(C)C)cc1NC(=O)COC(=O)C1CCN(S(=O)(=O)c2cccs2)CC1,-3,0,-2,13,4,-4,0,0,12,-7,-38
Cc1ccccc1C(=O)Nc1cccc(NC(=O)c2ccccc2[N+](=O)[O-])c1,11,5,-16,2,3,4,10,3,-2,-3,-3
O=C(OC(c1ccccc1)c1nccc2ccccc12)c1cccc([N+](=O)[O-])c1 (stereo not given),-6,-5,-12,-5,9,-29,-57,-11,-25,21,-12
COc1ccc(NC2CCN(C3CC(=O)N(c4ccc(F)c(Cl)c4)C3=O)CC2)cc1 (stereo not given),-1,2,18,-1,5,-9,-8,0,6,8,-11
CCCCCn1c(SCC2CCCO2)nc2cc(C(=O)N3CCC(C(N)=O)CC3)ccc2c1=O (stereo not given),26,-2,-1,17,54,8,-2,4,11,-6,-9
COc1ccc2c(c1)OC[C@H]1[C@H]2N2C(=O)c3cc(OC)ccc3NC(=O)[C@@]2(C)[C@H]1c1ccccc1,8,1,12,8,-7,-3,15,0,16,14,-4
COc1ccc(S(=O)(=O)N2CCC(c3nc4ccccc4[nH]3)CC2)cc1,-1,-2,29,14,-6,5,-8,-1,-15,-6,-5
COc1cc2c(cc1NC(=O)c1ccc(C(C)(C)C)cc1)CCCC2,-26,-1,15,-34,3,-6,-26,-3,-97,-16,-1

# An excerpt of these results, with each value named:
smiles: Cc1ccc([C@H]2C[C@H](n3cc(COC(=O)c4ccccc4)nn3)[C@@H](O)CN2Cc2cccs2)cc1
  NR5A2 inv ag: -13
  ABHD5-PLIN5 inh: -7
  TWEAK-Fn14 inh: -9
  NR2F2 inh: -5
  Exocytosis inh: 2
  SRC2 inh: -42
  NCOA1 inh: -25
  NOD2-RIPK2 inh: -7
  NCOA3 inh: 0
  TROY signal inh: -18
  TLR9-MyD88 inh: -7
smiles: CC(C)[C@H](NC(=O)N1CC(=O)Nc2ccccc21)C(=O)N[C@@H](Cc1ccccc1)C(=O)O
  NR5A2 inv ag: 2
  ABHD5-PLIN5 inh: -5
  TWEAK-Fn14 inh: -14
  NR2F2 inh: 4
  Exocytosis inh: -1
  SRC2 inh: -23
  NCOA1 inh: -6
  NOD2-RIPK2 inh: 1
  NCOA3 inh: 20
  TROY signal inh: -8
  TLR9-MyD88 inh: -2
smiles: NC(=O)c1cc(C(=O)c2cccc(Cl)c2Cl)c[nH]1
  NR5A2 inv ag: 4
  ABHD5-PLIN5 inh: 5
  TWEAK-Fn14 inh: -3
  NR2F2 inh: 5
  Exocytosis inh: -2
  SRC2 inh: 4
  NCOA1 inh: 10
  NOD2-RIPK2 inh: 3
  NCOA3 inh: 21
  TROY signal inh: 23
  TLR9-MyD88 inh: -1

# Other records.
SMILES,NR5A2 inv ag,ABHD5-PLIN5 inh,TWEAK-Fn14 inh,NR2F2 inh,Exocytosis inh,SRC2 inh,NCOA1 inh,NOD2-RIPK2 inh,NCOA3 inh,TROY signal inh,TLR9-MyD88 inh
Cc1cccn2cc(-c3cccc(S(=O)(=O)N4CC(C)OC(C)C4)c3)nc12 (stereo not given),11,17,3,2,-9,0,21,-2,13,-10,1
Cc1cc(OCCCC(=O)Nc2cccc(-n3cnnn3)c2)ccc1Cl,-7,-1,15,-6,66*,13,10,2,-13,36,6
O=C(O)c1ccc(OCc2ccc(C(=O)O)o2)cc1,-5,1,-10,5,-8,-23,3,4,-2,-20,-3
Cc1cc(C)c2[nH]c(=O)c(CN(Cc3ccccc3)C(=S)NCCCN(C)C)cc2c1,-4,17,-14,5,9,-16,4,8,15,-18,1
Cc1cccc(-n2ncc3c(N(C)Cc4ccccc4)ncnc32)c1,-100,-13,22,-37,-5,-56,-82,-8,-107,-14,-1
N#Cc1ccc(-c2ccc(OCC(O)Cn3nnc4ccccc43)cc2)cc1 (stereo not given),4,4,37,28,-3,-6,-14,3,-36,52*,-1
CCCCn1c(N)c(N(CC(C)C)C(=O)c2ccc(COc3ccccc3)o2)c(=O)[nH]c1=O,24,2,5,-8,-2,-11,3,-3,11,-1,10
COc1ccc2[nH]c(=O)c(-c3nnn(-c4ccc(F)cc4)n3)cc2c1,8,-12,1,4,0,-4,0,12,3,-5,7
O=C(CC1CC2CCC1C2)N1CCN(S(=O)(=O)c2ccc(C(F)(F)F)cc2)CC1 (stereo not given),-6,1,-17,-3,8,-17,6,3,-5,8,2
COc1cccc2cc(C(=O)N3CCc4ccccc43)c(=O)oc12,-3,-5,50*,3,0,-23,0,-2,14,14,-5
CCCOc1ccc(C(=O)CCC(=O)OCC(=O)Nc2cccc(S(N)(=O)=O)c2)cc1,-8,6,-12,8,7,-9,-21,-9,-18,-17,-1
Cc1cc2nc(C3CCCCC3)c(Cc3cccc(Cl)c3)n2c(C)c1Br,19,-2,-2,-4,-5,-26,/,-7,/,1,/
O=S1(=O)NC(CC2=CCCCC2)C2CCCCC2O1 (stereo not given),-16,-9,11,1,-2,-15,-14,0,-12,6,-10
CC1C=CCC2C(=O)N(c3ccc(OC(=O)c4cccs4)cc3)C(=O)C12 (stereo not given),14,3,-7,13,-8,12,10,-1,3,-21,-11
COc1ccc(CN2CC(C(N)=O)Oc3ccccc32)cc1F (stereo not given),-11,-5,0,-4,-10,17,4,-3,-5,-1,-6
CC(=O)c1cccc(NC(=O)N2CCCC2C(=O)NCCc2ccccc2)c1 (stereo not given),-4,1,3,8,-2,-8,-10,-7,-4,2,6
Cc1occc1C(=O)N1CCCC(Nc2ccc(F)cc2)C1 (stereo not given),18,-1,2,11,-2,-6,2,-46,9,26,8
Cc1c(CCC(=O)O)c(=O)oc2cc3oc4c(c3cc12)CCCC4,14,-1,51*,42*,-1,64*,-20,-1,14,12,-6
OC1CCCCC1,24,-6,-6,-7,-1,-6,-7,1,11,-3,-5
COc1ccc(Nc2nc(N)c(C(=O)c3ccc(F)cc3)s2)cc1,20,2,17,-31,47,-12,16,12,-25,-15,-4
CCc1cccc2c(C(=O)COC(=O)c3ccc(O)cc3)c[nH]c12,-19,2,-12,-30,0,-19,-14,-2,-17,-42,0
O=C(Cc1ccccc1[N+](=O)[O-])Nc1ccc2c(c1)OCO2,-11,0,13,3,1,-2,-46,-2,-15,-32,10
CCN(C(=O)Cn1cc(C(F)(F)F)ccc1=O)c1c(N)n(Cc2ccccc2)c(=O)[nH]c1=O,2,-1,-21,-4,-1,8,-2,-5,12,5,8
Cc1ccc(C)c(Cn2cnc3c(nnn3-c3ccc(F)cc3)c2=O)c1,-3,6,-2,-1,-4,6,1,7,-5,-21,5
Cc1coc2cc3oc(=O)c(CC(=O)N4C[C@H]5C[C@@H](C4)c4cccc(=O)n4C5)c(C)c3cc12,-23,7,-2,-9,-2,6,4,0,-8,3,-1
CCOc1ccc(S(=O)(=O)NCCC(=O)NCC(c2ccco2)N2CCCCC2)cc1 (stereo not given),-6,14,7,20,2,10,-7,-4,13,2,-9
CCc1nnc(NC(=O)/C=C/c2ccc(C)o2)s1,-48,6,-5,-17,-2,-54,-51,-1,-72,-26,11
CC(=O)Oc1ccc2c(c1)OC(c1ccccc1)CC21CC(C)(C)NC(=O)N1 (stereo not given),8,-2,4,-5,-4,3,15,1,3,-8,10
CC1CCN(C(=O)CNS(=O)(=O)c2ccc(Br)s2)CC1,2,-1,0,-17,-7,-9,-12,-14,-1,-34,-5
COc1ccc(S(=O)(=O)N(CC(=O)NCC2CCCO2)Cc2ccccc2)cc1C (stereo not given),-1,7,-7,-3,17,-19,-3,-6,7,-11,-2
CCn1c(SCC(=O)N/N=C/c2ccccc2OCC(=O)O)nnc1-c1ccc(OC)cc1,9,-2,-10,5,-3,10,-7,2,-4,7,-8

# Records listed so far marked active in Exocytosis inh:
Molecule | NR5A2 inv ag | ABHD5-PLIN5 inh | TWEAK-Fn14 inh | NR2F2 inh | Exocytosis inh | SRC2 inh | NCOA1 inh | NOD2-RIPK2 inh | NCOA3 inh | TLR9-MyD88 inh
Cc1cc(OCCCC(=O)Nc2cccc(-n3cnnn3)c2)ccc1Cl | -7 | -1 | 15 | -6 | 66* | 13 | 10 | 2 | -13 | 6

# The list is partial, so the mix of outcomes need not match the whole.
